Screens as filed in PubChem.
KLK5 inh: human KLK5 protease inhibitors, primary screen, biochemical, 1536-well. Kallikrein-5 (Homo sapiens), Q9Y337. recombinant hK5, fluorogenic AMC substrate cleavage. inhibition, % at 5 µM. 210,000 tested, 0.59% active;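 active = inhibition of 40% or more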;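 also: 0% = enzyme controls without compound and 100% = no-enzyme blanks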
Target sequence (Q9Y337 67-293 limits assumed): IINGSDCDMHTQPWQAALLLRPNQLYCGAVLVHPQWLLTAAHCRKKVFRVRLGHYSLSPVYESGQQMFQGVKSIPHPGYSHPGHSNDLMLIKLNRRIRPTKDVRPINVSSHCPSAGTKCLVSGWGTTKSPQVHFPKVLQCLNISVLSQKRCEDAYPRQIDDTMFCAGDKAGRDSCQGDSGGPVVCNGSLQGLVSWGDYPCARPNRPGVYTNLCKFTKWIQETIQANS
FXIa inh 1536: human FXIa protease inhibitors, primary screen, biochemical, 1536-well; Coagulation factor XI (Homo sapiens), P03951; purified FXIa, Boc-Glu-Ala-Arg-AMC fluorogenic substrate; inhibition, % at 5 µM; 220,000 tested, 0.14% active; AID 798, 2007;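 active = inhibition of at least 40%; inactive = inhibition below 40%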;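 also: fluorescence of freed AMC excited at 355 nm; 0% = enzyme without compound and 100% = no enzyme blank; many of its hits are not listed in these tables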
Wee1 degr inh: Wee1 degradation inhibitors, primary screen, cell-based, HeLa, Wee1K328M-luciferase, luminescence; AID 1321, 2008; reporter increase, % at 5 µM; 220,000 tested, 1.2% active; Wee1-like protein kinase (Homo sapiens), P30291; HeLa Luc-Wee1K328M stability; 100% = proteasome inhibitor MG132 effect;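 active = activation above the mean of all tested compounds plus 3 SD, set per screening run, cut at about 8.8% in these data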;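 also: cells exposed to compound for 20 h before luminescence read; 0% = DMSO alone and 100% = MG132 at 30 µM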
thrombin 1536: human alpha-thrombin inhibitors, primary screen, counter-screen for coagulation protease inhibitor project, biochemical, 1536-well, fluorogenic AMC substrate; Prothrombin (Homo sapiens), P00734; Boc-VPR-AMC fluorogenic substrate cleavage; inhibition, % at 5 µM; 220,000 tested, 0.26% active;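 active = inhibition at or above 40%; inactive = inhibition below 40%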;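 also: 0% = enzyme with no compound and 100% = wells without enzyme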
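Material: human alpha-thrombin protein; Also added: Boc-VPR-AMC substrate, 15 µM final; Timing: enzyme reaction carried out at room temperature; Signal: fluorescence, ex 355 nm, em 460 nm; Measure: % inhibition of thrombin; Controls: enzyme without compound as high, wells lacking enzyme as low.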
FXIIa inh: human FXIIa protease inhibitors, primary screen, biochemical, 1536-well. Coagulation factor XII (Homo sapiens), P00748. purified FXIIa, Boc-QGR-AMC fluorogenic substrate, 2 h. inhibition, % at 5 µM. 220,000 tested, 0.3% active. AID 800, 2007; in the data active = inhibition above about 40%;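 also: 0% = enzyme with no compound and 100% = blank without enzyme; many of its hits are not listed in these tables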
p97 inhibitor: inhibitors of human p97 ATPase, primary screen, biochemical. inhibition, % at 8 µM. Transitional endoplasmic reticulum ATPase (Homo sapiens), P55072. recombinant p97 ATPase, Kinase-Glo ATP luminescence, 3 h. 220,000 tested, 0.42% active; in the data active = inhibition above about 15%;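 also: 0% = DMSO vehicle and 100% = wells lacking enzyme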
Target sequence (P55072 whole entry, looked up): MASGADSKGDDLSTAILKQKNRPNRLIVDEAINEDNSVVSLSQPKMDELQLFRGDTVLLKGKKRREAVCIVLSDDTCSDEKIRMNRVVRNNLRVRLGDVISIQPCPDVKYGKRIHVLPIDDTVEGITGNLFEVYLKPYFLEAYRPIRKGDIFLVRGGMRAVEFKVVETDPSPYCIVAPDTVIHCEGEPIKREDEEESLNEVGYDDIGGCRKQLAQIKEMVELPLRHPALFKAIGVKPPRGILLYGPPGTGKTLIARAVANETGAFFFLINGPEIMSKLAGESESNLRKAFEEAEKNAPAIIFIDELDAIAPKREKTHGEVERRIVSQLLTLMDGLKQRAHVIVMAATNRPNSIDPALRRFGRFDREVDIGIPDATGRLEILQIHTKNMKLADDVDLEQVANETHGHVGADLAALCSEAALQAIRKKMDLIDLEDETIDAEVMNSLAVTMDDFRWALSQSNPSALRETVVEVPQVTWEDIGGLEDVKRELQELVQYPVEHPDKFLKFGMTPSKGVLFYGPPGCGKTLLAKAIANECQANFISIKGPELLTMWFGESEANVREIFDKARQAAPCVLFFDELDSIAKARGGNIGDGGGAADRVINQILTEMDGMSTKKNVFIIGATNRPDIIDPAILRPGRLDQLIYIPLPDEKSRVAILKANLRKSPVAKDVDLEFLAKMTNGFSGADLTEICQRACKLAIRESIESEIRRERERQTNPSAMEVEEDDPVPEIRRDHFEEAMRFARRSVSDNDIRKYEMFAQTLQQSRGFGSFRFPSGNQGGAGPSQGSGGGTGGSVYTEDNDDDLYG
PERK inh: block of dimerizer-induced PERK translation repression, primary screen, PERK inhibitor project, CHO PERK-DD cells, SEAP luminescence, HTS; inhibition, % at 5.6 µM; CHO PERK-DD fusion, SEAP luminescence translation reporter; Eukaryotic translation initiation factor 2-alpha kinase 3 (Homo sapiens), Q9NZJ5; 220,000 tested, 0.17% active;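 active = inhibition above the mean inhibition of all tested compounds plus 3 SD, set separately per screening campaign, cut at about 2.9% in these data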;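 also: PERK kinase domain activated by AP20187 dimerizer at 100 nM; 0% = DMSO with dimerizer and 100% = rapamycin at 8.4 µM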
Furin inhibitor: human furin inhibitors, primary screen, biochemical, fluorescence intensity; P09958; inhibition, % at 30 µM; purified furin, fluorogenic substrate cleavage; 220,000 tested, 0.061% active; AID 463115, 2010; in the data active = inhibition above about 25%; also: inactives centre near -15
KCC2 mod: KCC2 cotransporter modulators, thallium flux, primary screen, cell-based, HEK293 KCC2, FluoZin-2 fluorescence, MLSMR. Solute carrier family 12 member 5 (Homo sapiens), Q9H2X9. B-score of Tl+ flux slope (higher = more flux/activation; lower = inhibition) at 10 µM. KCC2 cells, thallium flux FluoZin-2 fluorescence. 190,000 tested, 2.2% active. AID 1456, 2008;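 active = thallium flux slope and its plate-corrected score both differing from the plate sample mean at a set confidence after two filtering rounds, in either direction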;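 also: slope of fluorescence scaled to starting intensity during 10 to 20 s after thallium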
Numbers without * were called inactive; nt = no result given; [ ] = remark or other dose. Compounds were not picked by outcome. About 4.4% of those tested had a hit in this group.

SMILES | KLK5 inh | FXIa inh 1536 | Wee1 degr inh | thrombin 1536 | FXIIa inh | p97 inhibitor | PERK inh | Furin inhibitor | KCC2 mod
CCN(CC)S(=O)(=O)c1ccc(NS(=O)(=O)c2cccs2)cc1 | 1 | -3 | 1 | -1 | 9 | 10 | 0.9 | -21 | 0.94
Cc1ccc(Nc2nc(N)nc(CN3CCN(C)CC3)n2)cc1 | -4 | 3 | 0 | 4 | 22 | -3 | -0.1 | -2 | 0.57
CC(=O)NC(Cc1ccccc1)C(=O)N1CCN(C(=O)c2ccco2)CC1 (centres undefined) | -11 | -2 | 1 | -4 | 2 | 4 | -0.7 | -15[20 µM] | 0.55
O=C(NC1CC1)c1cc(=O)c2ccccc2o1 | -19 | -3 | -1 | -3 | 13 | 1 | 0.1 | -28[20 µM] | -3.5
Fc1ccccc1Nc1n[nH]c(=S)s1 | 2 | -2 | 2 | -2 | nt | 3 | 0.4 | -24 | -3.5
COc1cc2cc3c(N)c(C(=O)NCc4ccco4)sc3nc2cc1OC | -19 | 2 | 3 | -8 | 20 | 1 | -0.2 | -7 | nt
O=C(CSc1n[nH]c(=O)n1C1CC1)Nc1cc(Cl)ccc1Oc1ccccc1 | -5 | -6 | 0 | -5 | -1 | -5 | -0.9 | -6 | -1.8
CC(=O)c1cnn(-c2cc(Oc3cccc(C)c3)ncn2)c1C | -14 | 7 | 1 | 6 | 12 | 4 | 0.7 | -14[20 µM] | 0.068
O=C(COC(=O)/C=C/c1ccco1)NCc1ccccc1 | 1 | 3 | -2 | -5 | nt | 1 | 0.1 | -11 | 0.53
O=C(c1cc2ccccc2o1)N1CC=C(c2ccccc2)CC1 | -1 | -1 | 1 | -1 | 11 | 0 | 0.1 | -5 | nt
Cc1ccc(CN2CCN(CC(=O)N/N=C/c3c[nH]c4ccccc34)CC2)cc1 | 3 | 1 | 3 | -6 | 6 | 9 | -0.2 | -20 | -1.4
O=C(CSc1nnc(-c2ccncc2)n1CC1CCCO1)Nc1nccs1 (centres undefined) | 1 | 17 | 1 | 4 | 24 | 0 | 0.8 | -14[20 µM] | nt
O=C1CCCCC1C(O)c1ccc(Cl)cc1 (centres undefined) | 0 | -1 | 0 | -2 | 9 | 3 | 1.0 | -13 | 1.5
C=CCNC(=O)CSc1nc2sc(C)c(C)c2c(=O)[nH]1 | 1 | -1 | 0 | -2 | 24 | 1 | 0.7 | -23 | -0.083
Cc1c(C(=O)Nn2cnnc2)oc2ccccc12 | 4 | 0 | 4 | -4 | -3 | 2 | 0.0 | -20[20 µM] | -0.017
CCOC(=O)CNC(=S)N(CCCN1CCCCCC1)Cc1cccs1 | 14 | 0 | 0 | -4 | 12 | 2 | -0.3 | -23 | -0.083
CC(=O)Cc1nsc(Nc2ccc(F)cc2)n1 | -1 | -1 | 0 | -3 | 6 | 3 | 0.5 | -18 | 0.96
Cc1cc(C(F)(F)F)n(-c2nc(C(=O)NN)cs2)n1 | 0 | -1 | -2 | -2 | 13 | -4 | -0.5 | -21 | -0.052
CC(=O)Cc1nsc(Nc2ccccc2)n1 | -19 | -6 | 0 | -9 | -8 | 4 | 0.7 | -20[20 µM] | 0.51
Cc1ccc2c(c1)Sc1c(ccc3ccccc13)N2 | 3 | 7 | 6 | 1 | 9 | 6 | 1.4 | -12 | -0.77
Cc1n[nH]c(C)c1S(=O)(=O)N1CCC(C(=O)N2CCn3c2nc2ccccc23)CC1 | -28 | 0 | -3 | -6 | 10 | 4 | -0.3 | -18[20 µM] | -1.2
COc1cc(C)ccc1S(=O)(=O)N1CCCCCC1 | 24 | 35 | 6 | 2 | 29 | -5 | -0.4 | -9 | -0.86
CC(C)CSc1nc2c(c(=O)[nH]c(=O)n2C)n1CCc1ccccc1 | -6 | -3 | 0 | -2 | 13 | -3 | 0.5 | -24 | -0.14
CCc1ccc(NC(=O)CSC2=C(C#N)C(c3ccc4c(c3)OCO4)CC(=O)N2)cc1 (centres undefined) | nt | nt | -1 | nt | nt | 2 | -0.3 | -1 | nt
Cc1ccc(SC[C@H](c2ccccc2)N2CCN(C)CCC2=O)cc1 | -1 | 0 | nt | 1 | 11 | nt | nt | -24 | -0.042
C=CCNC(=S)NNC(=O)c1cccn(Cc2ccc(Cl)cc2)c1=O | -86 | 2 | -2 | -2 | 6 | -4 | -0.1 | -12 | -0.03
O=C(NCc1ccco1)c1ccc2ccccc2c1 | -6 | 5 | 1 | 1 | 10 | 4 | 0.4 | -11 | -0.04
CCOc1ccccc1OCC(=O)Nc1ccc(Cl)cc1Cl | 7 | 2 | -2 | 3 | 16 | -6 | 0.1 | -3[20 µM] | -1.1
COc1ccc(OC)c(-n2c(-c3ccc(S(C)(=O)=O)cc3)cc(C=O)c2C)c1 | -2 | 8 | -3 | -2 | 12 | 2 | -0.1 | -18[20 µM] | 0.59
O=S(=O)(NCc1cccs1)c1cccc2cccnc12 | -9 | -6 | 1 | -4 | 5 | -8 | -0.6 | -3 | -1.6
O=C(Nc1cccc(NC(=O)c2cccnc2)c1)c1cccnc1 | -19 | 2 | 2 | -1 | 14 | -3 | 0.0 | -142[20 µM] | nt
CC(=O)c1ccc(NS(=O)(=O)c2ccc(CC(C)C)cc2)cc1 | -3 | 7 | -1 | 2 | 15 | -4 | -0.1 | -6[20 µM] | 0.92
CCOC(=O)N(C)S(=O)(=O)c1ccccc1[N+](=O)[O-] | 4 | -1 | 2 | -2 | 9 | 2 | 1.1 | -22 | 0.43
O=C(Nc1ccncc1)c1ccc2c(c1)C(=O)N(C1CCCCC1)C2=O | 2 | 10 | 5 | -3 | 19 | -6 | -0.1 | -16[20 µM] | -1.4
CN1CCC(OC(=O)Cc2ccc(Cl)cc2)CC1 | 4 | 0 | -1 | -7 | 10 | -2 | 0.5 | -19 | 0.52
c1ccc(CCn2nnnc2C(c2cccs2)N2CCOCC2)cc1 (centres undefined) | -5 | -1 | nt | -5 | -3 | nt | nt | nt | nt
COc1cc(C2Nc3cccc4cccc(c34)N2)ccc1OC(C)=O | -21 | 0 | 2 | -9 | 6 | 10 | 2.9 | -8 | nt
COc1ccc(O)c(/C=N/NC(=O)c2cc(=O)[nH]c3ccccc23)c1 | 14 | 37 | 1 | 20 | 66* | -2 | -0.5 | -6 | 3.8
CCOC(=O)c1c(NC(=S)Nc2cccnc2)sc(C)c1C | 2 | -1 | -1 | -1 | 6 | 3 | 2.5 | -19 | -1.1
Cc1ccccc1C(=O)OC1OC(=O)C(Cl)=C1Nc1ccccc1 (centres undefined) | 7 | -4 | -3 | 3 | 7 | 0 | 0.2 | -23 | nt
Cc1c(NC(=O)c2cccs2)c(=O)n(-c2ccccc2)n1C | 2 | -5 | -2 | -3 | 3 | 5 | 0.5 | -22 | 0.069
CC(C)OC(=O)CC1C(=O)NCCN1C(=S)NC(=O)c1ccccc1Cl (centres undefined) | -20 | 7 | -1 | -1 | 0 | 1 | -0.1 | -25 | -0.14
Cn1c(=O)[nH]c(=O)c2[nH]c(CN3CCN(Cc4ccccc4)CC3)nc21 | 2 | 5 | nt | -3 | 7 | nt | nt | -17 | 0.25
COc1cc(/C=C2/C(C)=C(C#N)c3nc(N)c(C#N)c(C)c32)ccc1OCC(=O)O | 0 | -4 | 0 | 0 | 7 | 4 | -0.3 | -6 | 1.2
Cc1c(N=C(N)/N=C(\N)Nc2ccc(Br)cc2)c(=O)n(-c2ccccc2)n1C | -15 | -3 | -1 | -8 | 2 | -2 | 0.6 | -10 | 0.49
C=CCOc1ccc(/C(O)=C2/C(=O)C(=O)N(CCCn3ccnc3)C2c2cccs2)cc1 (centres undefined) | 37 | 6 | 0 | 14 | 18 | -4 | 1.3 | -8 | nt
Cc1ccccc1NC(=O)Cn1c(NCC(C)O)nc2ccccc21 (centres undefined) | -6 | 2 | 3 | -1 | 11 | 5 | 1.4 | -20 | 1.1
COc1ccc(CN2CCN(CC(O)Cn3c4ccccc4c4ccccc43)CC2)cc1 (centres undefined) | -20 | 4 | -2 | 0 | 13 | 2 | -0.9 | -2 | 0.77
CCc1ccc2nc3nc(C)cc(C)c3c(N)c2c1 | -116 | -18 | -2 | -23 | -13 | 1 | -1.2 | -29[20 µM] | -0.1
CCOc1ccc(CC(=O)C2C(=O)CC(C)(C)CC2=O)cc1OCC | 6 | 3 | 1 | -18 | 3 | 3 | 0.7 | -31[20 µM] | -0.55
N#Cc1c(NCCCO)nc(NCc2ccccc2)c2c1CCN(Cc1ccccc1)C2 | -2 | -5 | -2 | -1 | 9 | 5 | -1.2 | -27 | -1.4
C#CCOCCOCCOCCNc1nc(N2CCN(C(=O)[C@H](CCC(=O)O)n3cc(C(N)CC(C)C)nn3)CC2)nc(N2CCN(C(=O)[C@H](Cc3ccc(O)cc3)n3cc(C(N)[C@H](C)CC)nn3)CC2)n1 (some centres undefined) | -2 | -2 | -3 | -2 | 2 | 1 | 1.7 | -27 | 0.83
COc1ccc(CNC(=O)COc2ccc(F)cc2)cc1 | -2 | -2 | -1 | -6 | nt | 2 | 0.4 | -26 | -1.4
CC(=O)Oc1ccc2c(=O)c(-c3ccccc3)coc2c1 | -4 | 1 | 6 | -9 | 6 | -1 | 1.3 | -2 | -5.8
COc1ccc(/C=N/NC(=O)c2nc(-c3ccccc3)n(-c3ccccc3)n2)cc1 | -1 | -1 | 7 | -2 | 5 | 3 | -0.9 | -34 | 0.48
CCOc1ccccc1NC(=O)CN(C)S(=O)(=O)c1cnc[nH]1 | -2 | 18 | 1 | -3 | 6 | 7 | 0.9 | -10 | 0.86
CN(C)CCCOC(=O)c1ccc(Cl)cc1Cl | -3 | -4 | -2 | 1 | 11 | -7 | -0.6 | -20[20 µM] | 1.7
O=C1CCC(/C=C/c2ccccc2)=NN1 | 1 | -2 | -4 | 2 | 4 | 3 | 1.4 | -22 | 1.7
O=C(O)COc1ccc2nsnc2c1Cl | -2 | -1 | -3 | -3 | 7 | 2 | 1.5 | -19 | nt
CCN(CC)CCCC(C)NC(=O)c1ccc(C(F)(F)F)cc1 (centres undefined) | 2 | -1 | -2 | 3 | 8 | 6 | 0.5 | 10 | 0.055
CCCOC(=O)CC1C(=O)NCCN1Cc1ccc(F)cc1 (centres undefined) | -13 | 3 | 1 | -2 | 12 | 1 | -0.4 | -33 | -4.1*

Three entries already listed, sorted by their value in p97 inhibitor, descending.
compound | KLK5 inh | FXIa inh 1536 | Wee1 degr inh | FXIIa inh | p97 inhibitor | PERK inh | Furin inhibitor | KCC2 mod
O=C1CCC(/C=C/c2ccccc2)=NN1 | 1 | -2 | -4 | 4 | 3 | 1.4 | -22 | 1.7
COc1ccc(CN2CCN(CC(O)Cn3c4ccccc4c4ccccc43)CC2)cc1 (centres undefined) | -20 | 4 | -2 | 13 | 2 | -0.9 | -2 | 0.77
C#CCOCCOCCOCCNc1nc(N2CCN(C(=O)[C@H](CCC(=O)O)n3cc(C(N)CC(C)C)nn3)CC2)nc(N2CCN(C(=O)[C@H](Cc3ccc(O)cc3)n3cc(C(N)[C@H](C)CC)nn3)CC2)n1 (some centres undefined) | -2 | -2 | -3 | 2 | 1 | 1.7 | -27 | 0.83
